Screening data: PubChem, National Center for Advancing Translational Sciences (NCATS)
N370S GC – qHTS Assay for Inhibitors and Activators of N370S glucocerebrosidase as a Potential Chaperone Treatment of Gaucher Disease. Lysosomal acid glucosylceramidase (Homo sapiens), P04062. N370S GC spleen homogenate, 4MU-glucoside fluorescence. Potency, µM (titrated, usually from 59.4 µM), for the others: top-dose activity change, negative = inhibition, most hits filed as inhibitors. actives 0.092% (n = 330,000). AID 2101, 2009;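 note: 0% = full enzyme activity and -100% = no enzyme basal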
TDP1 cell CPT – qHTS for Inhibitors of human tyrosyl-DNA phosphodiesterase 1 (TDP1): qHTS in cells in presence of CPT. chicken DT40 Tdp1-/-;hTDP1 cells + 20 nM CPT, ATP luminescence, 48 h. Potency, µM (highest dose often 46.2 µM), for the others: at the top dose activity change, negative = growth inhibition, most hits filed as inhibitors. actives 12% (n = 420,000); note: nearly all actives have a fitted effect of over 55% in size
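Cell growth measured by CellTiter-Glo luminescence after a minimum 48 h, 37 C compound exposure with 20 nM CPT in Tdp1-knockout DT40 cells stably expressing hTDP1, seeded 400/well; qHTS titration format.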
FEN1 inhibitor – qHTS Assay for the Inhibitors of Human Flap endonuclease 1 (FEN1) | actives 0.35% (n = 390,000) | Recombinant FEN1 flap cleavage, fluorescence, 15 min | Potency, µM (highest dose often 114 µM), inactives show at the highest dose activity change, negative = inhibition, hits mostly inhibitors; note: nearly all actives have a fitted effect of over 65% in size
Target sequence (P39748 whole entry, looked up): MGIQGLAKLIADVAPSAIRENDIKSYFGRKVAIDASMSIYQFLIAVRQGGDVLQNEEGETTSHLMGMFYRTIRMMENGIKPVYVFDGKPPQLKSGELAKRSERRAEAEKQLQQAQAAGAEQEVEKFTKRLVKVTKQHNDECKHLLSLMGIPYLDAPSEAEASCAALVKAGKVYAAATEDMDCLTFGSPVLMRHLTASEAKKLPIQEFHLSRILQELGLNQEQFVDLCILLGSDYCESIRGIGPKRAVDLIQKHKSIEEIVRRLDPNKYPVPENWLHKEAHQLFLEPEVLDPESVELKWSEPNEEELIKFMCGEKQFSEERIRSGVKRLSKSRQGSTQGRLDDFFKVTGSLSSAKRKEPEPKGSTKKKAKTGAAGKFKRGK
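Steps: FEN1 (10 nM) dispensed; compound added by pin tool; 15 min at room temperature; substrate added to 50 nM final; reads at 0 min and 15 min; data normalized and fitted (four-parameter Hill).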
Active calls of the source: *; u = inconclusive; x = not tested or not shown; & = joins results of further samples; [ ] = remark or other dose. Calls come from the whole dose curve; as a rule, active = well fitted curve in the direction sought with a large enough effect; inconclusive = small, poorly fitted or top-dose-only effect, or another doubt; inactive = no such curve, though single readings can be large; an effect the other way counts as inactive or inconclusive. Unless noted, % is set by controls: 0 for no effect and ±100 for the full control effect; potency is the fitted concentration of half-maximal effect. Some of the compounds tested (hit frequency here may not be typical).

The line under a structure holds: N370S GC | TDP1 cell CPT | FEN1 inhibitor
1) CCN(CC)CCn1c(=S)[nH]c2ccc(Cl)cc2c1=O
 : 28% | -1% | -4%
2) COc1ccc(/C=C/C(=O)OCC(=O)c2ccc3c(c2)NC(=O)CO3)cc1
 : 5% | u | -8%
3) CC(=O)c1ccc(NC(=O)C2(c3ccccc3)CC2(Cl)Cl)cc1 (stereo not drawn)
 : 3% | -16% | -12%
4) CC(C)Cn1c(CN2C(=O)c3ccccc3C2=O)nc2ccccc2c1=O
 : 4% | 4% | -3%
5) COc1cccc(NC(=O)CCC(=O)N2Cc3ccccc3Oc3ncccc32)c1
 : x | -24% | 13%
6) COc1ccccc1-n1c(-c2ccc(F)cc2)coc1=O
 : 3% | 15% | 6%
7) Cc1cc(C)c(C)c(S(=O)(=O)NCCCn2ccnc2)c1C
 : -2% | u | -8%
8) COc1ccccc1NC(=O)C(=N\O)/C(C)=N/O
 : -5% | 9% | -13%
9) COCCCC1CCN(C(=O)C2CCC(=O)N(CCc3ccccc3)C2)CC1 (stereo not drawn)
 : 1% | 8% | -6%
10) CSCCC(NC(=O)c1ccccc1Cl)C(=O)Nc1ccncc1 (stereo not drawn)
 : 1% | 7% | 4%
11) Cc1ccc(C(=O)NC2CC(C)(C)NC(C)(C)C2)cc1S(=O)(=O)N1CCCCC1
 : -3% | 3% | -4%
12) Cc1cccc(C2=NN(c3ccccc3)[C@H](CO)[C@H]2c2ccc(F)cc2)c1
 : u | u | -23%
13) COC(=O)[C@H](CCSC)NC(=O)Cn1ccc(NC(=O)OCc2ccccc2)nc1=O
 : x | -2% | 0%
14) O=C(NC(=S)N1CCN(Cc2ccccc2)CC1)c1ccccc1
 : 8% | -19% | -15%
15) CCOc1ccccc1NC(=O)CSc1nc2c(oc3ccccc32)c(=O)n1-c1ccc(F)cc1
 : x | 8.2µM* | -7%
16) Cc1cccc(-c2noc(CN(C)C(=O)COc3ccccc3)n2)c1
 : -1% | u | 6%
17) CC1=CC(=NOC(=O)/C=C/c2ccccc2)C=C(C)C1=O
 : 2% | 21µM* | -12%
18) Cc1c(NC(=O)C(C)N2CC(C)OC(C)C2)c(=O)n(-c2ccccc2)n1C (stereo not drawn)
 : 3% | 5% | 5%
19) Fc1cccc(-c2cc3nc(-c4ccccc4)cc(N4CCC5(CC4)OCCO5)n3n2)c1
 : 14% | u | 11%
20) Cc1ccc(NNC(=O)c2c(F)cccc2Cl)cc1Cl
 : -10% | 1% | -6%

Complete entries from above. Values in the order: N370S GC	TDP1 cell CPT	FEN1 inhibitor
Cc1ccc(NNC(=O)c2c(F)cccc2Cl)cc1Cl is entered as -10%	1%	-6%
COC(=O)[C@H](CCSC)NC(=O)Cn1ccc(NC(=O)OCc2ccccc2)nc1=O is entered as x	-2%	0%
Cc1ccc(C(=O)NC2CC(C)(C)NC(C)(C)C2)cc1S(=O)(=O)N1CCCCC1 is entered as -3%	3%	-4%
COc1ccccc1NC(=O)C(=N\O)/C(C)=N/O is entered as -5%	9%	-13%
Cc1c(NC(=O)C(C)N2CC(C)OC(C)C2)c(=O)n(-c2ccccc2)n1C (stereo not drawn) is entered as 3%	5%	5%

Later entries:
The line under a structure holds: N370S GC | TDP1 cell CPT | FEN1 inhibitor
21) O=C(Nc1cccc(S(=O)(=O)N2CCCCCC2)c1)c1ccc2c(c1)OCO2
 : -1% | u | 7%
22) Cc1noc(C)c1CSCC(=O)Oc1ccc(N(C)S(=O)(=O)c2ccc(Cl)cc2)cc1
 : -4% | 4% | -17%
23) Cc1cccc(-c2nc(SCC(=O)Nc3cc(C)on3)c3c(=O)n(C)c(=O)n(C)c3n2)c1
 : x | 10% | 15%
24) Cc1cc(CNC(=O)CC2C(=O)NCCN2Cc2ccccc2C(F)(F)F)on1 (stereo not drawn)
 : -2% | -24% | -8%
25) CCN(CC)CCNC(=O)c1ccc(CS(=O)(=O)c2ccccc2C)o1
 : -10% | -4% | 3%
26) CC(=O)c1cccc(NC(=O)c2ccccc2N(Cc2ccccc2)S(C)(=O)=O)c1
 : -25% | -8% | -13%
27) COc1ccc(S(=O)(=O)N2CCCCCC2)cc1C(=O)N(C)CC(=O)Nc1ccccc1C(F)(F)F
 : x | u | 15%
28) COc1cc(C(=O)Nc2cc(C)nn2-c2ccccc2)cc(OC)c1OC
 : -4% | -35% | 8%
29) O=c1[nH]c2ccccc2n2c(-c3ccccc3)nnc12
 : -7% | 21µM* | 20µM*
30) Cc1cccc(C)c1-n1ncc(C(=O)NCc2ccc3c(c2)OCO3)c1C1CCN(C(=O)OC(C)(C)C)CC1
 : x | u | 1%
31) CC(C)c1ccc(NC(=O)c2ccc(CN3CC(=O)N4CCCCC4C3=O)cc2)cc1 (stereo not drawn)
 : x | u | 13%
32) Cc1ccc(Cn2ccn(CC(=O)Nc3ccccc3C(F)(F)F)c(=O)c2=O)cc1
 : x | 0% | 1%
33) Cc1cc(C)cc(NC(=S)NCCCO)c1
 : -13% | 15% | -3%
34) CCOc1ccccc1NC(=O)c1cccc(NC2=NC3CS(=O)(=O)CC3S2)c1 (stereo not drawn)
 : -21% | -18% | 15%
35) Cc1cccc(N2CCN(C(=O)[C@H](C)N3C(=O)C4CC=CCC4C3=O)CC2)c1C (stereo partly drawn)
 : x | 23µM* | -3%
36) CCOC(=O)N1CCN(Cc2nc(-c3cccs3)no2)CC1
 : -16% | 9% | -8%
37) CCN1C(=O)c2ccc(C(=O)Nc3ncc(C)s3)cc2C1=O
 : -13% | 12% | 5%
38) O=C(CNC(=O)c1ccccn1)N/N=C/c1ccccc1
 : 3%[12.8 µM] | -1% | -9%
39) Cc1cc(C)n2nc(C(=O)OCC(=O)N(CC(C)C)C3CCS(=O)(=O)C3)nc2n1 (stereo not drawn)
 : x | 27% | 5%
40) CCc1ccc(-c2cc(C)no2)cc1S(=O)(=O)NCc1ccccc1OC
 : 9% | u | -26%

The list goes on.
The line under a structure holds: N370S GC | TDP1 cell CPT | FEN1 inhibitor
41) CCOc1ccc(CCNS(=O)(=O)c2cccc3nsnc23)cc1OCC
 : 1% | -16% | -2%
42) O=C(CCC1=NS(=O)(=O)c2ccccc2N1)NC1CCCCCCC1
 : -9% | -6% | -3%
43) Nc1cc2nc3ccccc3oc-2cc1=O
 : -12% | 2.1µM* | u
44) CN(C)c1nc(N)c(C(=O)N=C(N)N)nc1Cl
 : 1% | -26% | -26%
45) CC(C)N(Cc1nccn1C)C(=O)c1cc(COc2ccc(-n3cncn3)cc2)on1
 : x | -24% | 9%
46) Cc1ccc(NC(=O)c2ccc3nc(N4CCOCC4)sc3c2)c(Cl)c1
 : 4% | -12% | -2%
47) O=C(O)c1cc(O)ccc1NC(=O)c1cccc2ccccc12
 : -13% | -6% | -8%
48) COC(=O)c1sc(NC(=O)CSc2nc3nc(C)cc(C)n3n2)c(C(=O)OC)c1C
 : x | u | -9%
49) Cc1cccc(NC(=S)NNC(=O)c2ccccc2Br)c1
 : 0% | u | -4%
50) CC1(C)Cc2ccccc2C(NNC(=O)c2ccccc2)=N1
 : -1% | -4% | 7%
51) O=C(CSc1ncccc1C(=O)O)NCc1ccc(F)cc1
 : 2% | 17% | -3%
52) O=C(c1ccc(=O)n(Cc2ccc(Cl)c(Cl)c2)c1)N1CCOCC1
 : 7% | -4% | -3%
53) Cc1cc(=O)n2[nH]c(-c3ccccc3)cc2n1
 : 3% | -25% | 1%
54) Cc1ccc(SCCNC(=S)Nc2ccccc2)cc1
 : 10% | u | -13%
55) CCOCC(=O)Nc1ccc(S(=O)(=O)N2CCOCC2)cc1
 : 6% | -19% | -1%
56) CCSC1(SCC)N=C(N)C2(C#N)C(c3ccccc3)NC(C)=CC12C#N (stereo not drawn)
 : 5% | 1% | 0%
57) COC(=O)Cn1cc(C(=O)C(C)(C)C)c2ccccc21
 : 4% | 2% | 3%
58) O=C(O)c1ccc(S(=O)(=O)c2ccc3c(c2)C(=O)N(c2ccccc2[N+](=O)[O-])C3=O)cc1
 : 0% | -2% | 2%
59) CCn1nc(C(=O)NNC(=O)c2cc(Cl)ccc2OC)c2ccccc2c1=O
 : x | u | -7%
60) COc1ccc(C(=O)Nc2cccc(C(=O)NCc3ccccc3)c2)cc1
 : 9% | 21µM* | -19%

Taken from above.
In FEN1 inhibitor, CCN(CC)CCNC(=O)c1ccc(CS(=O)(=O)c2ccccc2C)o1 has the entry 3%
In N370S GC, Nc1cc2nc3ccccc3oc-2cc1=O has the entry -12%
In FEN1 inhibitor, CCOc1ccc(CCNS(=O)(=O)c2cccc3nsnc23)cc1OCC has the entry -2%
In N370S GC, Cc1cc(CNC(=O)CC2C(=O)NCCN2Cc2ccccc2C(F)(F)F)on1 (stereo not drawn) has the entry -2%
In N370S GC, Cc1c(NC(=O)C(C)N2CC(C)OC(C)C2)c(=O)n(-c2ccccc2)n1C (stereo not drawn) has the entry 3%
In FEN1 inhibitor, O=C(NC(=S)N1CCN(Cc2ccccc2)CC1)c1ccccc1 has the entry -15%
In N370S GC, Cc1ccc(NNC(=O)c2c(F)cccc2Cl)cc1Cl has the entry -10%

Next section:
The line under a structure holds: N370S GC | TDP1 cell CPT | FEN1 inhibitor
61) Cc1sc2nc(SCC(N)=O)n(C)c(=O)c2c1C
 : 3% | -16% | 0%
62) CC(CCc1ccc(O)cc1)NCc1ccc(Br)cc1 (stereo not drawn)
 : -25% | 12µM* | 1%
63) NCCCS(=O)(=O)O
 : -6%&-2%&3%&-13% | 6%&-4%&10% | -17%&-16%
64) CCCCN(C)CCN1C(=O)C2C(C(=O)Nc3cccc(OC)c3)C3C=CC2(O3)C1C(=O)NC1CCCCC1C (stereo not drawn)
 : -12% | -8% | 2%
65) O=C1Nc2ccccc2C1=Nc1cccc(Cl)c1
 : -5% | -12% | 3%
66) Cc1cc(Oc2ccc(Cl)cc2Cl)nc(C#N)n1
 : x | 11µM* | 9%
67) COC(=O)c1sc2nc(N)c(C#N)cc2c1N
 : -2% | -14% | -17%
68) CCN(CC)CCCNC(=O)c1csc(Nc2cccc3ccccc23)n1
 : -23% | -12% | u
69) COc1ccc(Cl)cc1CN1C(=O)NC2(CCCCCC2)C1=O
 : -3% | u | -12%
70) CCNC(=S)N(Cc1cc2cc(C)ccc2[nH]c1=O)C1CCCC1
 : 4% | u | -10%
71) Cc1cccc(CNc2cc(-c3c(C)noc3C)ncn2)c1
 : -5% | u | x
72) Cc1cc(C)cc(NC(=O)c2c(C)nc3ccccn23)c1
 : -9% | 3% | 14%
73) O=C(c1csnn1)N1CCC[C@@]2(CCN(Cc3ccccc3)C2)C1
 : -5% | 1% | x
74) CCn1c(C)cc(C(=O)COC(=O)c2cccnc2SC)c1C
 : x | 16µM* | 7%
75) CSCc1nnc(NC(=O)c2ccc(S(=O)(=O)N3CCCCC3C)cc2)o1 (stereo not drawn)
 : -10% | u | 1%
76) O=C(O)CCS(=O)(=O)c1cc(Br)cc2c1N(C(=O)C1CC1)CC2
 : 7% | 20% | -1%
77) Cn1c2c(c3ccccc31)CC/C2=N\O
 : 3% | 7% | -16%
78) CCCCn1nnnc1SCC(=O)Nc1cccc(C)n1
 : 2% | 5% | -3%
79) O=C(Nc1ccc(N2CCOCC2)cc1)C1CCN(S(=O)(=O)Cc2ccccc2)CC1
 : 3% | u | 3%
80) CCCn1c2ccccc2c2cnn(CC(=O)NCCCN3C(C)CCCC3C)c(=O)c21 (stereo not drawn)
 : 5% | u | -19%

(list continues)
The line under a structure holds: N370S GC | TDP1 cell CPT | FEN1 inhibitor
81) Cc1cccc(C)c1NC(=O)COC(=O)COc1ccc2c(C)cc(=O)oc2c1
 : 4% | u | -1%
82) COc1ccc(N2C(=O)CCC(C(=O)N3CCCCCC3)C2c2ccc(OC)c(OC)c2)cc1 (stereo not drawn)
 : 0% | 3% | -12%
83) C/C(=N\NC(=O)c1ccc(Br)cc1)c1cccnc1
 : 3% | -16% | -4%
84) C/C(=N\NC(=O)CC1N=C(Cc2ccccc2)NNC1=O)c1ccccc1 (stereo not drawn)
 : -6% | 0% | 2%
85) CCN1CCCC1CNS(=O)(=O)c1ccc(Cl)c(C(F)(F)F)c1 (stereo not drawn)
 : 1% | -9% | 3%
86) CCC(C)(C)NC(=O)C(c1ccc(C)cc1)N(Cc1ccco1)C(=O)Cn1nnc2ccccc21 (stereo not drawn)
 : 6% | -16% | 3%
87) CCOC(=O)c1cnc2c(c(C)nn2CC)c1NCCN1CCOCC1
 : -11% | -16% | 35%[activator]
88) CSc1nc2ccccc2n1CC(=O)Nc1cc(C(F)(F)F)ccc1N1CCOCC1
 : u | 21µM* | -3%
89) CCOC(=O)Cn1c(CCC(=O)O)ccc1-c1ccc(F)cc1
 : 7% | 2% | -8%
90) Cc1cc(C(=O)c2cnc(/N=C/N(C)C)s2)cc(C)c1O
 : -9% | -23% | -8%
91) COc1cc(NC(=O)C2=C(C)OCCS2)c(Cl)cc1C(=O)NCCN1CCN(C)CC1
 : -12% | u | 17%
92) Cc1ccc2c(CSc3nnc4ccccn34)cc(=O)oc2c1C
 : 2% | -19% | -1%
